SIAE inh – inhibitors of human sialic acid acetylesterase SIAE; inhibition, % at 9.66 µM; 370,000 compounds, 0.69% hits; SIAE FP-Rh probe binding, fluorescence polarization; AID 1053197;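 active = inhibition above a cutoff: mean of compounds within the control limits plus 3 SD of those, cut at about 17% in these data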;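 note: 0% = plate median of compound wells and 100% = probe without SIAE protein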
PG9 binder – small molecules binding HIV-1 gp120 antibody PG9; TR-FRET gp120-PG9 antibody binding; inhibition, % at 6.7 µM; 360,000 compounds, 0.43% hits; in the data active = inhibition above about 8.5%
ABHD4 inh – ABHD4 (mouse) inhibition, primary FP screen; purified mABHD4, FP-Rh probe fluorescence polarization; inhibition, % at 8.92 µM; AID 720543; 370,000 compounds, 0.54% hits;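 active = inhibition exceeding the mean over every tested compound plus 3 SD, cut at about 30% in these data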;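 note: 0% = plate median of compound wells and 100% = S159A mutant with DMSO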
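system = mouse ABHD4 enzyme, wild type | medium = HEPES pH 7.0, NaCl, Pluronic buffer | also added = FP-Rh probe | incubation = Enzyme–compound pre-incubation 45 min, then probe 60 min, both 25 °C | technique = fluorescence polarization, excitation 525 nm, emission 598 nm, BODIPY TMR filters | controls = S159A mutant high control, sample median low control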
DDE Tn7 FP inh – DD(E)-Tn7 binding inhibition, primary FP screen | P02675 | FP displacement of FITC-Tn7 peptide from fibrin DD(E); 0% = median of compound wells per plate | inhibition, % at 8.3 µM | 370,000 compounds, 0.13% hits;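 active = inhibition above the mean of compounds falling within the control limits plus 3 SD of them, cut at about 14% in these data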;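 note: 0% = plate median of compound wells and 100% = 10 µM Aha-Tn7 peptide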
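System: human fibrin DD(E); quantity: Fibrin-DD(E) at 2 µM final; also added: fluorescent Tn7 probe at 0.1 µM; compound dosing: single nominal test concentration of 8.3 µM per compound; schedule: 10 min preincubation, 3 h with tracer, room temperature; detection: fluorescence polarization of the labelled Tn7 tracer; repeats: one replicate per compound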
TDP2 absorb – blocks human TDP2 phosphodiesterase activity; 370,000 compounds, 0.34% hits; AID 720702; inhibition, % at 12.8 µM; recombinant TDP2, T5PNP hydrolysis, p-nitrophenol absorbance 415 nm;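 active = inhibition above the mean of all tested compounds plus 3 SD, set per campaign, cut at about 25% in these data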;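 note: 0% = DMSO with enzyme and 100% = buffer with substrate but no TDP2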
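Material: recombinant human TDP2; quantity: TDP2 enzyme at 120 nM final; medium: Tris-HCl pH 7.5 with MgCl2; compound: single concentration, 12.8 µM nominal, with 1% DMSO; incubation: 2 h enzyme incubation at 37 °C; signal: epi absorbance; measure: percent inhibition; benchmarks: high control without enzyme, low control DMSO plus TDP2; repeats: singlicate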
LEDGF integ inh – blocks HIV-1 LEDGF/p75-dependent DNA integration | 370,000 compounds, 0.64% hits | inhibition, % at 3.7 µM | TR-FRET IN-LEDGF/p75 DNA integration, Eu/Cy5;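 active = inhibition above the screen-wide mean plus 3 SD, cut at about 13% in these data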;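 note: signal is the Cy5 over europium emission ratio at 671 and 618 nm; 0% = plate median of compound wells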
PRMT1 FP inh – blocks human protein arginine methyltransferase 1. Q99873. recombinant PRMT1, activity-based probe fluorescence polarization. inhibition, % at 2.79 µM. 370,000 compounds, 1.3% hits;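 active = inhibition above about 21% made by adding two undisclosed values, limit read from the data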
Target sequence (Q99873 whole entry, looked up): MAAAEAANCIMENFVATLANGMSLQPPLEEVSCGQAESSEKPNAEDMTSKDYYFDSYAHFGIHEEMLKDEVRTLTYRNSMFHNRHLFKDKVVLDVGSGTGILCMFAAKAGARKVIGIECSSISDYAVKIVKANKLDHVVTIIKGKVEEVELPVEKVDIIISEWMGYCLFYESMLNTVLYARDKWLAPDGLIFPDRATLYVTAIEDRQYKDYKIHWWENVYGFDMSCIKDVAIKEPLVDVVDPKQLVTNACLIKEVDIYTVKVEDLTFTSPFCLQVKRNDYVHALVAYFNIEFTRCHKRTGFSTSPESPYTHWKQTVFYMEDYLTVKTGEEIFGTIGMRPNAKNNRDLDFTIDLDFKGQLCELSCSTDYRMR
UHRF1 MBD2 ctr – human UHRF1 methylated DNA binding inhibitors | Q96T88 | inhibition, % at 4.4 µM | AID 687016 | 370,000 compounds, 0.75% hits | UHRF1 binding to methylated oligo, TR-FRET; in the data active = inhibition above about 21%;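 note: UHRF1 SRA domain binding a hemimethylated CpG hairpin DNA probe; 0% = median of test compound wells and 100% = reference inhibitor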
HTRA1 inh – HTRA1 (human) protease inhibition; inhibition, % at 5.96 µM; Q92743; 340,000 compounds, 0.5% hits; recombinant HTRA1, FP-rhodamine activity-based probe, fluorescence polarization; in the data active = inhibition above about 36%;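 note: 0% = enzyme with DMSO and 100% = wells lacking enzyme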
Target sequence (Q92743 whole entry, looked up): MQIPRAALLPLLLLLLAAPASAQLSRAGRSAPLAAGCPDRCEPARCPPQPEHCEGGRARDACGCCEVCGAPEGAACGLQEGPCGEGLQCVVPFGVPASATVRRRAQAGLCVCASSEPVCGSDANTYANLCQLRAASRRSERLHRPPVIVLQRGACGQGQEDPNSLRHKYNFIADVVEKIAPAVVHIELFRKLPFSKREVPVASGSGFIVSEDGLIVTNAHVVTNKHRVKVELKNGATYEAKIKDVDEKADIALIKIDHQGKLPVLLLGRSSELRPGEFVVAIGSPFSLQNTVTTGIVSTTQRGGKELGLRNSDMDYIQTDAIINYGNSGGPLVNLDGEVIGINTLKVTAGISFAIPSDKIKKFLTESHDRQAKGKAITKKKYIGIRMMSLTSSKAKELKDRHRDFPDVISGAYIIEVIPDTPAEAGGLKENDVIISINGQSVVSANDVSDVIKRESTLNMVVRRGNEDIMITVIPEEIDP
TCR CD3 inh – inhibitors of human TCR-CD3 interaction. TAMRA-labeled TCR probe fluorescence, biochemical. 360,000 compounds, 0.37% hits. AID 651800. inhibition, % at 9.4 µM; in the data active = inhibition above about 19%;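 note: recombinant mutant TCR 2C K166C tagged with TAMRA read by polarization; 0% = receptor in buffer alone and 100% = receptor with positive control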
* hit, by the source's call; nt = not tested or not shown.

1	COc1ccc2oc(C(=O)OC(C)C(=O)N3C(C)CCCC3C)c(C)c2c1 (centres undefined)
2	O=C(O)Cc1c[nH]c2cccc(O)c12
3	Cc1c(Cl)cccc1N=C1SCCN1C(=O)CN1C(=O)NC2(CCCC2)C1=O
4	O=C1C=C(c2ccc3[nH]ccc3c2)C[C@@H](c2ccc(F)cc2)C1
5	Cc1scc(C(=O)NNC(=S)NCC2CCCO2)c1-c1ccccc1 (centres undefined)
6	COc1cccc2cc(C(=O)NCc3ccccc3Cl)c(=O)oc12
entry no.	1	2	3	4	5	6
SIAE inh	-2	23*	-4	-5	6	3
PG9 binder	1.2	-2.8	-0.6	-0.1	-0.6	1.2
ABHD4 inh	0	53*	0	-20	4	-4
DDE Tn7 FP inh	-1	-6	-3	1	-8	4
TDP2 absorb	1	0	5	-3	7	3
LEDGF integ inh	1	73*	2	1	-3	0
PRMT1 FP inh	4	32*	-1	3	0	-4
UHRF1 MBD2 ctr	3	95*	0	0	0	-2
HTRA1 inh	-7	9	-18	-62	1	4
TCR CD3 inh	1	13	-1	1	0	2

In another format: results already given
no. | Compound | SIAE inh | PG9 binder | ABHD4 inh | DDE Tn7 FP inh | TDP2 absorb | LEDGF integ inh | PRMT1 FP inh | UHRF1 MBD2 ctr | HTRA1 inh | TCR CD3 inh
3 | Cc1c(Cl)cccc1N=C1SCCN1C(=O)CN1C(=O)NC2(CCCC2)C1=O | -4 | -0.6 | 0 | -3 | 5 | 2 | -1 | 0 | -18 | -1
5 | Cc1scc(C(=O)NNC(=S)NCC2CCCO2)c1-c1ccccc1 (centres undefined) | 6 | -0.6 | 4 | -8 | 7 | -3 | 0 | 0 | 1 | 0

(more compounds)
7	CCC(C)(C)n1nnnc1C(C(C)C)N(CCCO)Cc1cc2cc(C)ccc2[nH]c1=O (centres undefined)
8	CC(=O)OC[C@@H]1CN(Cc2ccccc2)C[C@H](n2cnc3c(NC4CCCC4)ncnc32)O1
9	Cc1csc(NC(=O)c2cccc(Cn3nc(C)c(Br)c3C)c2)n1
10	COc1ccc(C(=O)N(C)Cc2ccon2)cc1OC1CCN(C(C)C)CC1
11	S=C(NCCc1ccccc1)N/N=C/c1cccc(Cl)c1Cl
12	CCc1ccc(C(=O)NN(C(=O)c2ccc(CC)cc2)C(C)(C)C)cc1
entry no.	7	8	9	10	11	12
SIAE inh	-5	-1	2	2	-48	-8
PG9 binder	-4.2	1.0	0.4	-0.4	-2.1	-1.5
ABHD4 inh	5	-6	50*	0	-6	-2
DDE Tn7 FP inh	-6	7	-1	-2	-8	2
TDP2 absorb	6	4	-13	5	5	-4
LEDGF integ inh	5	0	3	2	0	-4
PRMT1 FP inh	2	3	3	-2	-2	1
UHRF1 MBD2 ctr	-3	1	3	1	1	1
HTRA1 inh	-8	nt	-44	10	-59	-10
TCR CD3 inh	2	-2	-7	5	6	-7

13	CC1CCC(NC(=O)C2c3ccccc3C(=O)N2Cc2cccs2)CC1 (centres undefined)
14	Cc1ccc(NC(=O)c2sc(=S)n(-c3cc(C)ccc3F)c2N)cc1
15	COc1cccc(NC(=O)Cn2c3ccc(OC)cc3c3nc4n(c(=O)c32)CCS4)c1
16	COc1ccc2nc(C)cc(NCc3cccc(C(F)(F)F)c3)c2c1
17	Cc1occc1-c1nnc(SCC(=O)N2CCCC(C)C2)o1 (centres undefined)
18	CCN1CCN(C(=O)C2CCN(S(=O)(=O)c3ccc4c(c3)NC(=O)C(C)S4)CC2)CC1 (centres undefined)
entry no.	13	14	15	16	17	18
SIAE inh	0	4	-2	7	7	4
PG9 binder	1.1	-0.1	14*	-0.2	-1.3	-2.7
ABHD4 inh	-1	3	2	3	5	-4
DDE Tn7 FP inh	-1	10	6	2	1	6
TDP2 absorb	4	-6	1	2	2	6
LEDGF integ inh	3	-3	-3	-2	-6	1
PRMT1 FP inh	2	13	3	-4	1	-4
UHRF1 MBD2 ctr	5	-1	0	1	0	-3
HTRA1 inh	-1	-2	6	-12	7	-1
TCR CD3 inh	3	1	-1	2	0	6

19	O=C(NCCc1ccccc1)C1CC(=O)N(CCc2ccccc2)C1 (centres undefined)
20	CC(=O)c1ccc(OC(=O)c2nc(-c3ccccc3)oc2C)cc1
21	O=c1oc2ccccc2nc1/C=C(\O)c1ccccc1
22	COc1ccc([C@H]2CC(=O)C=C(c3cc(C)ccc3OC)C2)cc1
23	Cc1ccc2c(c1)-n1c(nc3ccccc3c1=O)C(Cc1ccc(O)cc1)NC2=O (centres undefined)
24	Cc1cc(Br)ccc1NC(=S)NCCc1ccccc1
entry no.	19	20	21	22	23	24
SIAE inh	-2	6	-3	-4	0	9
PG9 binder	0.0	-0.1	-2.2	1.2	-0.7	-1.8
ABHD4 inh	-2	0	23	-11	0	-12
DDE Tn7 FP inh	-3	2	4	4	0	-2
TDP2 absorb	13	8	7	-4	8	9
LEDGF integ inh	3	2	-1	0	-1	1
PRMT1 FP inh	2	-1	18	-2	0	-3
UHRF1 MBD2 ctr	19	-1	-7	1	0	-1
HTRA1 inh	-3	-1	nt	-41	nt	-11
TCR CD3 inh	2	0	4	4	2	13

Some entries already given, limited to TDP2 absorb and PG9 binder:
| No. | Structure | TDP2 absorb | PG9 binder |
| --- | --- | --- | --- |
| 20 | CC(=O)c1ccc(OC(=O)c2nc(-c3ccccc3)oc2C)cc1 | 8 | -0.1 |
| 21 | O=c1oc2ccccc2nc1/C=C(\O)c1ccccc1 | 7 | -2.2 |

(cont.)
25	Cc1cc(C)cc(OCC(=O)Nc2cccc(-c3nc4ncccc4o3)c2)c1
26	O=C(Cc1cccs1)NCCS(=O)(=O)N1CCN(c2ccccc2)CC1
27	CCCC(=O)N1CCCC1(C)C(=O)NCc1ccc(SC)cc1 (centres undefined)
28	Cc1ccc2[nH]c3c(c2c1)CN(C(=O)CN1CCSCC1)CC3
29	Cc1sc(NC(=O)c2ccc(F)cc2)c(CN2CCCCCC2)c1C
30	COc1ccccc1NC(=S)N1CCCCCC1
entry no.	25	26	27	28	29	30
SIAE inh	-15	3	-5	-2	-5	4
PG9 binder	-1.0	-0.8	-0.5	-1.9	0.9	-0.3
ABHD4 inh	-5	2	2	2	0	10
DDE Tn7 FP inh	1	5	-2	-1	0	3
TDP2 absorb	4	9	2	-2	-2	-12
LEDGF integ inh	3	1	-3	1	-1	-3
PRMT1 FP inh	-3	-3	-3	14	-5	0
UHRF1 MBD2 ctr	2	-1	0	-9	-6	2
HTRA1 inh	-9	5	nt	nt	-25	5
TCR CD3 inh	6	7	2	5	5	-5

31	Nc1nonc1-c1nc2ccccc2n1CCC(=O)O
32	COc1ccc(NC(=O)CN2C(=O)NC(C)(c3ccc(C)cc3)C2=O)cn1 (centres undefined)
33	CC(C)(C)c1ccc(S(=O)(=O)N2CCCC2C(=O)N2CCOCC2)cc1 (centres undefined)
34	CSCCC(NS(=O)(=O)c1ccc(C)cc1)C(=O)NCC(C)(C)N1CCOCC1 (centres undefined)
35	COc1cc(CN2C[C@@H](CO)O[C@@H](n3cnc4c(NC(C)C)ncnc43)C2)cc(OC)c1OC
36	CCN(Cc1ccccc1)C(=O)COC(=O)c1cc(Cl)nc(Cl)c1
entry no.	31	32	33	34	35	36
SIAE inh	2	1	1	2	1	-3
PG9 binder	0.3	-1.0	-1.1	0.8	1.4	-1.0
ABHD4 inh	-1	1	2	5	-8	-3
DDE Tn7 FP inh	-3	1	-3	-4	-6	1
TDP2 absorb	0	-10	7	5	-6	11
LEDGF integ inh	1	2	5	-5	2	-2
PRMT1 FP inh	-2	-1	-5	1	-3	0
UHRF1 MBD2 ctr	-4	-2	-1	0	1	-2
HTRA1 inh	3	6	nt	7	nt	3
TCR CD3 inh	10	-3	2	-7	1	-2

37	CC1(C)CC(=O)C2=C(C1)NC(=O)CC2c1ccc(N(CCC#N)CCC#N)cc1 (centres undefined)
38	Nc1nc2nonc2nc1N1CCCCC1
39	CC(C)CC(=O)NC(NC(=O)CC(C)C)c1cccc([N+](=O)[O-])c1
40	O=C1c2ccccc2C(=O)N1CCC(=O)N1CCCc2ccccc21
41	COc1ccc([C@H]2CC(=O)C=C(c3ccc(Cl)c(C(F)(F)F)c3)C2)cc1
42	O=C(Nc1ccnn1C1CCN(CCCC2CCCC2)CC1)c1ccccc1
entry no.	37	38	39	40	41	42
SIAE inh	-2	5	3	2	-2	-6
PG9 binder	-3.2	-0.3	-0.7	-0.5	0.5	1.4
ABHD4 inh	9	1	0	-2	-3	-4
DDE Tn7 FP inh	11	0	3	-6	-4	2
TDP2 absorb	6	5	-7	3	-14	-10
LEDGF integ inh	1	-1	-2	0	9	-2
PRMT1 FP inh	-2	0	-2	-1	0	1
UHRF1 MBD2 ctr	0	1	-1	2	8	2
HTRA1 inh	2	-3	4	-1	-50	-7
TCR CD3 inh	-1	3	1	4	1	5

43	O=C(COC(=O)c1c[nH]c2ccccc12)Nc1ccc([N+](=O)[O-])cc1
44	CCc1cccc(NC(=O)CCS(=O)(=O)c2cc3c(cc2C)NC(=O)CO3)c1
45	CC(C)C(OC(=O)c1cc2c(s1)CCCCC2)C(=O)NC(N)=O (centres undefined)
46	Cn1cccc1/C=N/NC(=O)CNc1ccc2ccccc2c1
47	CC(=O)c1ccc(OCc2cc(C(=O)NC(C)c3cnn(C)c3)no2)cc1 (centres undefined)
48	CCOc1ccc(NC(=O)CN(C)C(=O)c2ccc(C)c(S(=O)(=O)N3CCCCC3)c2)cc1OCC
entry no.	43	44	45	46	47	48
SIAE inh	-6	4	-14	3	0	4
PG9 binder	0.3	0.0	2.1	-2.6	-0.1	2.3
ABHD4 inh	-12	-1	-5	15	6	-10
DDE Tn7 FP inh	-3	3	-5	-5	4	-3
TDP2 absorb	-7	-5	-9	-3	-4	5
LEDGF integ inh	3	-1	-3	3	-1	-2
PRMT1 FP inh	-8	1	3	5	-1	3
UHRF1 MBD2 ctr	3	-1	5	-6	2	0
HTRA1 inh	-27	-6	-10	nt	3	2
TCR CD3 inh	2	4	-4	2	14	-2

Source: PubChem (The Scripps Research Institute Molecular Screening Center)
